Yeast life ext = yeast lifespan extension | S. cerevisiae growth with nicotinamide, OD615; deaD strain in restrictive glucose medium | inhibition of the nicotinamide effect, % at 10 µM | 0.68% of 130,000 active;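 active = inhibition above a set limit, placed 3 SD over the median of all compounds, cut at about 26% in these data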;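 note: 0% = nicotinamide-treated wells and 100% = cells grown without nicotinamide; some compounds called inactive have numbers as strong as hits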
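System: Modified budding yeast, DeaD strain | Buffer or medium: Restrictive glucose medium | Also added: 1.5 mM nicotinamide | Doses: 10 µM single point, 0.25% DMSO | Schedule: 48 h compound exposure at 30 °C, humidified | Detection: Absorbance at 615 nm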
Measles CPE = protection of cells from measles virus. 1.5% of 140,000 active. protection (pct of control), % at 4 µM. AID 841. Measles virus-infected cells, CPE protection, absorbance; in the data active = protection mostly above about 24%, no sharp cut-off; inactive = mostly below about 26%; note: some compounds called inactive have numbers as strong as hits
GALR2 blocker = GALR2 (human) receptor antagonism. O43603. inhibition, % at 4 µM. GALR2-expressing cells, antagonist mode. 0.39% of 140,000 active; in the data active = inhibition above about 27%;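 note: cells stimulated with galanin 1-16 at roughly its EC80; 0% = agonist challenge control and 100% = basal control without agonist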
Target sequence (O43603 whole entry, looked up): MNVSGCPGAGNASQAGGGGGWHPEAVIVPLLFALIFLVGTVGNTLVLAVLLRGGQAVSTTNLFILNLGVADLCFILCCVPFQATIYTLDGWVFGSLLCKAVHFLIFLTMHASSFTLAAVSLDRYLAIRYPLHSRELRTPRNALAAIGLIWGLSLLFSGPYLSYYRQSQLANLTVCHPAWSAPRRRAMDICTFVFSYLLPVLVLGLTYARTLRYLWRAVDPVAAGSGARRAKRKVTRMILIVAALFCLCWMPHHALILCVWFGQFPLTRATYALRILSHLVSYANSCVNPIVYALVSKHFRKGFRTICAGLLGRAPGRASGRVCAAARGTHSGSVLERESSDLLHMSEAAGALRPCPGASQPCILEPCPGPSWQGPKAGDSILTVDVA
MRP1 act = activates MRP-1. viability increase, % at 10 µM. H69AR cells + doxorubicin, viability rescue, CellTiter-Glo. 0.61% of 140,000 active;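 active = viability gain under doxorubicin at or above a set limit, the compound median plus 3 SD, cut at about 4.7% in these data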;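 note: MRP-1 overexpressing cells given doxorubicin 25 µM after compound pretreatment; 18-22 h compound pretreatment then 72 h with doxorubicin before readout; 0% = doxorubicin-only wells and 100% = vehicle-treated cells without doxorubicin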
NPY-Y2 antag = blocks the human neuropeptide Y Y2 receptor | P49146 | NPY-Y2 expressing cells, antagonist mode | inhibition, % at 2.7 µM | 0.99% of 140,000 active | AID 793; in the data active = inhibition above about 17%;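 note: 0% = vehicle with agonist challenge and 100% = reference antagonist with challenge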
Target sequence (P49146 whole entry, looked up): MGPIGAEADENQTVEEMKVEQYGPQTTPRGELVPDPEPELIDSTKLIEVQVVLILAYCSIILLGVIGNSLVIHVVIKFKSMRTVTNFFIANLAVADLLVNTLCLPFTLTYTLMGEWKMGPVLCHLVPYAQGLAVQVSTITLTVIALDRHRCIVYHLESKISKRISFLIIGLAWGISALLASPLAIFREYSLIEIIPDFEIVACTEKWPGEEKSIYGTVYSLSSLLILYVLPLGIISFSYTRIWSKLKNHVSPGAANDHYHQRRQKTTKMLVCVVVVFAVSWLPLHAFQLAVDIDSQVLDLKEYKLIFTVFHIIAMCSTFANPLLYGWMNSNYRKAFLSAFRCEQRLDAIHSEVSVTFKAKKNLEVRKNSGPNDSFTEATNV
HCT116 bCat-KO = beta-catenin-lacking colon tumor cell growth suppression; viability, % at 10 µM; AID 818; 1.5% of 140,000 active; HCT116 beta-catenin knockout viability, CellTiter-Glo, 60 h; stronger effect = lower value;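 active = viability at or under a set limit, the compound median less 4 SD, cut at about 6% in these data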;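 note: 0% = Hyamine 1622 control at 20 µM and 100% = untreated cell control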
Phagocyt inh = macrophage phagocytosis inhibition. J774A.1 macrophage IgG-bead phagocytosis, imaging. AID 1029. inhibition, % at 5 µM. 0.07% of 110,000 active;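 active = inhibition above the mean of the plate negative controls plus 5 SD, cut at about 13% in these data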;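 note: phagocytic index as fraction of beads internalized from green versus red external bead signal; plate controls were DMSO negative control for no effect and cytochalasin-D positive control for full effect; some results beyond the cut were filed as inactive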
E-sel TNF inh = TNF alpha driven E-selectin expression inhibition; 0.71% of 120,000 active; AID 1246; HUVEC TNFa-induced E-selectin immunofluorescence, high content; inhibition, % at 2 µM;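 active = inhibition above the batch mean plus 3 SD, and confirmed as a hit on visual image review, cut at about 43% in these data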;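 note: 0% = TNF-stimulated DMSO wells and 100% = unstimulated control wells; not every result past the cut was called active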
Yeast growth inh = yeast BB579 growth reduction in restrictive medium. 0.51% of 140,000 active. S. cerevisiae BB579 growth, OD615, 48 h. inhibition, % at 10 µM;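 active = inhibition above a set limit, 3 SD over the mean compound inhibition, cut at about 44% in these data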; note: inactives centre near -24
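controls = amphotericin B 10 µg/mL, positive | assay system = DeaD yeast strain BB579 | schedule = 48 h compound exposure at 30 °C after 4 h preincubation | detection = OD615 turbidity measurement | medium = restrictive CSMM-D medium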
PTEN del growth = growth suppressors of cells with PTEN tumor suppressor deletion; HCT116 PTEN-null viability, CellTiter-Glo, 60 h; stronger effect = lower value; viability, % at 10 µM; 1.2% of 140,000 active;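 active = viability at or below a set limit, 4 SD under the median of all tested compounds, cut at about 3.7% in these data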;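 note: PTEN knockout HCT116 line with beta catenin targeted HCT116 as companion control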
The depositor's hits bear a star; · = not tested or not shown.

SMILES,Yeast life ext,Measles CPE,GALR2 blocker,MRP1 act,NPY-Y2 antag,HCT116 bCat-KO,Phagocyt inh,E-sel TNF inh,Yeast growth inh,PTEN del growth
CC(=O)Nc1ccc(S(=O)(=O)NCC(=O)OCC(=O)c2cc(C)n(-c3ccc4c(c3)OCO4)c2C)cc1,1.4,8.6,6.9,-0.5,-2.2,88.4,6.2,·,-37.1,101.3
Cn1c(N)c(C(=O)c2ccc(C#N)cc2)c(=O)n(C)c1=O,21.8,2.4,3.8,-0.4,1.0,94.4,-6.3,11.8,-16.1,89.7
CCC(=O)Nc1cc(-c2nn(C)c(=O)c3ccccc23)ccc1N1CCCCC1,-10.5,7.8,8.1,-3.6,1.4,74.3,·,-27.9,-31.8,61.1
COCC(=O)NCCSc1c(C)[nH]c2ccccc12,-9.0,5.2,6.0,-2.6,1.6,100.8,1.9,·,23.3,89.9
CCCN(CCC)CCNS(=O)(=O)c1ccc2c(c1)CCN2C(=O)C1CCC1,-3.4,11.4,-10.2,-0.3,2.9,91.7,0.0,38.5,-68.6,96.1
CC(C)[C@H](NC(=O)Nc1ccccc1F)C(=O)O,-4.3,14.1,10.7,-0.5,1.3,99.1,0.3,3.2,-15.6,93.8
CC(Sc1ccccc1)C(=O)Nc1ccc(S(=O)(=O)N2CCOCC2)cc1 (stereo unspecified),-13.5,16.4,7.7,-1.2,1.5,99.2,-0.6,2.4,-45.6,96.4
Cc1cc(-c2[nH]nc3c2C(c2cccc(O)c2)C(C#N)=C(N)O3)c(C)s1 (stereo unspecified),-0.9,16.7,2.2,-2.2,1.5,98.2,-0.1,-1.9,-13.2,91.6
COc1ccc(S(=O)(=O)N2CCC(C(=O)N3CCOCC3)CC2)cc1,-5.7,11.4,2.8,-0.8,-1.7,96.1,·,-0.8,-21.5,95.7
CN(C)c1ccc(NC(=O)CN2CCC(N3CCCCC3)CC2)cc1,-8.6,3.6,1.6,-3.0,2.5,83.7,-0.9,2.1,3.6,87.2
CSc1ccccc1C(=O)N1CCOCC1,-3.3,10.7,-12.5,-0.7,1.1,90.8,·,14.4,-54.5,97.2
CC(C)CC(=O)NCc1ccc(F)cc1,-10.4,5.7,8.1,-0.8,-1.1,86.0,·,23.3,-21.4,80.7
Cc1ccc(SCC(=O)O/N=C(\N)c2cccc([N+](=O)[O-])c2)cc1,-12.3,14.9,-2.7,0.4,7.6,78.2,·,-12.8,-61.1,92.7
O=C(c1c[nH]c2ccc(S(=O)(=O)N3CCOCC3)cc2c1=O)N1CCN(c2ccccn2)CC1,-6.6,25.6,11.6,-0.3,5.6,99.6,-0.3,-1.7,-25.4,106.7
CCCCCn1c(CN2CCN(Cc3ccccc3)CC2)nc2c1c(=O)n(C)c(=O)n2C,13.6,6.6,-11.1,-3.3,1.1,80.6,·,99.8*,-38.2,75.7
Cc1ccc(NC(=O)NC(=O)N(C(C)C)S(C)(=O)=O)nc1,0.3,13.8,5.7,-2.0,0.2,90.3,0.8,·,-3.1,95.2
CCCn1c(C(C)NC(C)=O)nc2ccccc21 (stereo unspecified),-2.4,25.0,11.9,0.4,-0.2,95.5,-1.3,1.5,43.7*,106.4
O=C(NCCc1csc(-c2ccccc2)n1)c1ccc(Br)o1,-8.2,-0.1,-0.2,0.8,3.9,101.2,-0.1,-0.7,-4.3,99.8
CC1CCc2nc(NC(=O)C3CCCO3)sc2C1 (stereo unspecified),-18.9,10.2,2.9,-0.7,-1.4,100.0,-3.6,-6.1,-27.1,90.2
COc1ccc2c(c1)CC/C(=C\C=C\c1ccccc1OC)C2=O,·,26.1,-6.0,-3.3,6.9,78.3,·,-5.2,-25.7,90.0
COC(=O)c1cc(OC)c(OC)cc1NC(=O)CSc1ccc(C)cc1,-5.6,12.1,1.9,-4.4,4.5,77.2,·,-7.9,-50.9,71.7
Cn1cnnc1SCC(=O)c1cccc([N+](=O)[O-])c1,1.5,13.0,7.2,-1.3,1.7,99.4,-4.0,-3.1,-25.7,92.5
CC(=C1C(=O)c2ccccc2C1=O)N1CCc2ccccc2C1,12.1,2.1,4.3,-1.1,-0.7,69.2,-0.6,3.7,5.9,88.4
CCOc1ccc(NC(=O)CSc2nc(-c3cccs3)cc(C(F)(F)F)n2)c([N+](=O)[O-])c1,8.6,9.8,-5.0,-3.1,2.4,28.6,·,2.1,-23.7,43.8
CC(C)(C)NCC(O)COc1c(F)cc(Br)cc1F (stereo unspecified),-1.5,12.5,-1.6,-0.7,0.5,102.6,-0.4,-29.4,-40.1,116.9
O=C(/C=C/c1ccc(Cl)cc1)N1CCN(c2ccccn2)CC1,-3.8,3.5,-1.8,2.4,10.2,91.2,-4.7,·,-5.4,101.6
O=C(c1cccc(S(=O)(=O)N2CCc3ccccc3C2)c1)N1CCN(c2ccccc2)CC1,8.0,3.8,-5.3,-1.9,6.7,66.2,·,·,-61.2,61.4
Cc1ccc(S(=O)(=O)NC(=O)CSc2nc3ccccc3s2)cc1,-17.9,4.1,6.0,-1.9,20.3*,99.1,·,-38.3,-14.8,90.3
CC(=O)c1cnc2c(-c3ccccc3)c(C)nn2c1C,·,18.5,17.6,-1.1,1.0,102.8,·,0.0,-29.9,88.6
Cc1cc(C)c(OCC(=O)OCCNC(=O)c2cccnc2)c(C)c1,2.0,5.7,5.3,1.3,5.7,95.3,-2.7,·,-19.6,101.2
COCCn1nc2cc(C(=O)NCC34CC5CC(CC(C5)C3)C4)ccc2c1OC,-26.1,2.0,6.8,-3.1,4.8,99.0,·,-48.1,-6.9,103.7
COc1ccc(C2NC(=S)NC(C)=C2C(=O)c2ccccc2)cc1OC (stereo unspecified),-5.0,13.5,-2.7,-1.5,1.9,103.2,3.2,-5.1,-16.6,99.5
Cc1cccc(C(=O)N[C@H](C(=O)OCC(=O)NC2CCS(=O)(=O)C2)C(C)C)c1 (stereo partly specified),0.3,11.1,6.8,-1.2,2.1,99.2,-3.9,-2.4,-50.7,99.3
COc1ccc(-c2nc(CC(=O)O)cs2)cc1,-7.3,8.9,-2.7,0.3,8.0,95.2,-0.6,7.6,-11.6,94.9
Cc1ccc(S(=O)(=O)CCc2nnc(NC(=O)COc3cccc(C)c3)s2)cc1,-7.9,31.2,-5.0,-3.9,0.3,89.0,·,-7.7,-35.1,85.1
O=C(c1cccs1)c1coc2ccc(O)c(CN3CCOCC3)c12,17.2,11.5,-1.8,-0.5,11.3,105.8,-0.7,-8.4,-52.7,92.9
Cc1ncc([N+](=O)[O-])n1CCOC(=O)NC(NCc1ccccc1Cl)C(Cl)(Cl)Cl (stereo unspecified),-0.1,11.8,2.2,-1.9,0.1,82.7,-4.6,·,-21.3,76.7
N#Cc1ccccc1NC(=O)Nc1ccc(Cl)cc1,-11.7,10.9,20.6,0.1,-4.1,99.6,·,9.1,-35.5,98.5
CSCC[C@H](NC(=O)OC(C)(C)C)c1nnc(SCc2ccccc2)o1,-18.8,9.5,6.5,-2.6,3.6,99.7,0.8,-35.3,-45.9,80.7
CN(Cc1ccccc1)c1nc2c(c(=O)[nH]c(=O)n2C)n1CCCSc1ncccn1,-9.8,8.3,10.2,-0.8,3.0,96.0,-0.6,·,-34.8,88.7
CCN1CCCC1CN(Cc1cc2cc(OC)ccc2[nH]c1=O)C(=O)NCc1ccccc1 (stereo unspecified),-23.4,4.7,-0.2,0.1,-1.9,76.8,-1.0,4.6,11.7,63.8
Cc1ccccc1-n1c(=O)c2c(n3cnnc13)-c1ccccc1CC21CCCCC1,19.6,4.2,-20.2,-2.6,-1.0,80.8,·,28.2,-34.1,75.0
C1CCC(NC2=NCCC2)CC1,-7.3,5.0,3.0,-2.2,2.9,116.3,-0.1,-5.2,-10.4,93.9
CC1CCCN(C(=S)NCCc2ccccc2)C1 (stereo unspecified),-26.1,8.1,7.7,-2.4,2.0,81.1,·,14.0,-36.0,85.8
Cc1cc(NCc2ccccn2)nc2ccccc12,-7.4,5.8,-3.5,-2.8,2.6,89.4,-0.4,4.2,-17.0,92.6
C=CCOC(=O)C(C#N)c1nc2ccccc2nc1N1CCN(c2ccccc2OCC)CC1 (stereo unspecified),11.6,8.9,2.4,5.2*,4.4,82.2,-7.2,4.2,-24.9,73.4
COc1ccc(C2C3=C(Nc4ncnn42)c2ccccc2CCC3)cc1 (stereo unspecified),-15.4,19.8,4.9,-2.7,-0.5,92.8,-0.3,·,-9.9,82.4
CC1CN(S(=O)(=O)c2ccc(C(=O)Nc3sc4c(c3C(N)=O)CCN(C)C4)cc2)CC(C)O1 (stereo unspecified),-0.8,10.6,6.4,-1.8,1.2,91.9,·,-20.3,-42.8,114.8

3 compounds already listed, arranged by SMILES length, highest first.
SMILES,Yeast life ext,Measles CPE,GALR2 blocker,MRP1 act,NPY-Y2 antag,HCT116 bCat-KO,Phagocyt inh,E-sel TNF inh,Yeast growth inh,PTEN del growth
Cc1ccccc1-n1c(=O)c2c(n3cnnc13)-c1ccccc1CC21CCCCC1,19.6,4.2,-20.2,-2.6,-1.0,80.8,·,28.2,-34.1,75.0
COc1ccc(C2C3=C(Nc4ncnn42)c2ccccc2CCC3)cc1 (stereo unspecified),-15.4,19.8,4.9,-2.7,-0.5,92.8,-0.3,·,-9.9,82.4
CC1CCCN(C(=S)NCCc2ccccc2)C1 (stereo unspecified),-26.1,8.1,7.7,-2.4,2.0,81.1,·,14.0,-36.0,85.8

(more compounds)
SMILES,Yeast life ext,Measles CPE,GALR2 blocker,MRP1 act,NPY-Y2 antag,HCT116 bCat-KO,Phagocyt inh,E-sel TNF inh,Yeast growth inh,PTEN del growth
CCOC(=O)c1ccc(CNC(=O)c2cc(C(C)(C)C)oc2C)o1,-2.3,17.5,3.3,-2.1,-0.8,96.4,-1.0,7.5,-13.8,86.7
COCC(=O)Nc1nnc(COc2ccccc2)s1,-19.5,0.8,-12.3,-2.6,-0.3,94.8,-0.2,2.6,-9.7,92.2
CCOC(=O)c1sc(NS(=O)(=O)c2ccccc2Cl)nc1C,-2.9,2.8,-5.5,-2.6,8.4,88.6,-0.8,6.3,-15.0,95.6
O=C(CN1C2=NCCN2c2ccccc21)c1ccco1,-7.8,6.3,-2.7,-0.8,2.2,96.5,0.0,-2.9,-26.8,104.3
CCN(CC)c1ccc(NC(=O)Nc2ccc(C(C)=O)cc2)cc1,-9.0,9.2,2.1,-2.6,-4.9,104.2,-0.6,·,-7.1,108.4
CC(C)(C)Cc1nnc(NC(=O)Cc2ccc([N+](=O)[O-])cc2)s1,2.7,2.9,-7.3,-1.3,-2.3,98.0,·,·,-26.0,99.4
Cc1cccc(N2CCN(C(=O)CCCn3c(=S)[nH]c4cc5c(cc4c3=O)OCO5)CC2)c1C,-16.8,3.5,6.6,0.4,0.5,56.0,·,-22.6,-41.8,53.3
CC(C)C[C@H](NC(=O)Nc1cccc(Br)c1)C(=O)O,1.9,63.3*,6.6,1.4,0.9,102.9,-3.5,·,3.6,107.9
Cc1nn(C(C)(C)C)c(OC(=O)c2cccs2)c1Sc1ccccc1,14.7,16.8,-10.6,-0.6,26.5*,92.2,-1.4,-9.2,-72.3,86.9

High-throughput results as filed in PubChem BioAssay.
